# miR-122 sensor: inhibitors of miR-122 in Huh7 cells | Huh7 miR-122 Renilla luciferase sensor, 48 h; neutral wells = 0, positive control = 100 | activation (reporter increase), % at 12.5 µM | 340,000 tested, 0.3% active | AID 602342;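 active = mean replicate activation score at least 90 and every replicate individually at or above 90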;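 note: higher luciferase means less miR-122 activity so hits act as miR-122 inhibitors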
# * = called active by the depositor. Some of the compounds tested (hit frequency here may not be typical).
SMILES,miR-122 sensor
CC1(C)CC(=O)C(C=NCCN2CCN(C(=O)Cc3ccc(F)cc3)CC2)=C(O)C1,1
CC(N=Cc1c(O)[nH]c(=O)[nH]c1=O)c1ccccc1 (stereo not drawn),-2
CCC(=NCCC(c1ccccc1)c1ccccc1)c1c(O)n(C)c(=O)n(C)c1=O,-4
CCOC(=O)c1sc(/N=C/c2c(O)n(-c3cccc(C)c3)c(=O)[nH]c2=O)c(C#N)c1C,-2
CCCCn1c(O)c(C(C)=NCc2ccc(F)cc2)c(=O)[nH]c1=O,-1
Cn1c(O)c(C=NC2CC3CCC2(C)C3(C)C)c(=O)[nH]c1=O (stereo not drawn),-4
O=C1CN=C(c2cccs2)c2c(sc3c2CCCC3)N1,12
CC(C)CC12CN3CCN(CC(C3)C1O)C2 (stereo not drawn),10
Cc1nc2ccccc2c(=O)n1-n1cnnc1,1
CC(C)N1C(=O)/C(=C/C=C/c2ccco2)C(=O)N(Cc2ccco2)C1=O,1
CN(C)C(=O)Oc1cccc2c(OC(=O)N(C)C)cccc12,-3
Cc1ccccc1-n1c(O)c(C=Nc2ccc(N(C)C)cc2)c(=O)[nH]c1=O,-16
O=C(Cc1ccccc1)Oc1ccc(N2C(=O)CCC2=O)cc1,1
COc1ccc(C(=O)C2CN(C)CC2C(=O)c2ccc(OC)cc2)cc1 (stereo not drawn),-5
CCC(COC(=O)NC)NC(=O)Oc1ccccc1 (stereo not drawn),2
FC(F)(F)c1ccc2c(c1)ncn2C1CCN(Cc2nnnn2C2CCCCC2)CC1,-1
O=C(NC(c1ccc(Cl)cc1)P(=O)(Oc1ccccc1)Oc1ccccc1)OCc1ccccc1 (stereo not drawn),1
CCCCOP(=O)(OCCCC)/C(C#N)=C(/C)O,-1
CN(C)c1nc(-c2ccccc2)[n+](C)s1,-10
COc1ncccc1C(=O)NCC(CC(=O)O)c1ccccc1 (stereo not drawn),6
CCC(C)NC(=O)c1c(N)n(Cc2ccc3c(c2)OCO3)c2nc3ccccc3nc12 (stereo not drawn),1
CCN(CC)CCCNC(=O)c1c(O)c2ccccc2n(Cc2ccccc2)c1=O,2
Cn1cccc1CN1CCN(C(=O)COc2ccccc2)CC1,-5
O=C1c2ccccc2C(=O)N1Cc1nc2ccccc2c(=O)n1-c1ccc(Br)cn1,-1
CN1CCN(C(=O)COc2ccc(C(C)(C)C)cc2Br)CC1,-5
# Following part.
SMILES,miR-122 sensor
CCCCNC(=O)Nc1ccc(C(O)(C(=O)OC)C(F)(F)F)cc1 (stereo not drawn),-4
O=C1NC(=S)N(c2ccc(F)cc2)C(=O)/C1=C\c1ccoc1,-4
CC(=NC1CCN(Cc2ccccc2)CC1)c1c(O)n(C)c(=O)n(C)c1=O,-4
CCOC(=O)C1C(=O)N(C)C2(C)CC1c1ccccc1O2 (stereo not drawn),-2
O=c1c2ccccc2ncn1-c1ccc([N+](=O)[O-])c(C(F)(F)F)c1,-5
CN(C)P1(N(C)C)=NC(C(F)(F)F)=NC(C(F)(F)F)=N1,48
C/C(Cl)=C/CC1(CN2CCCC2=O)C(=O)NC(=O)NC1=O,-4
O=C1C2CCCN2C(c2ccc(Cl)cc2)N1c1ccccn1 (stereo not drawn),9
COc1cc(C)c(CN2CCN(c3ccccc3)CC2)cc1C,9
c1ccc(CN2CCN(Cc3ccc4c(c3)OCCO4)CC2)cc1,-1
Cc1nc2sccc2c(=O)n1-c1ccccc1Cl,15
CCCCN1C(=O)NC(=O)/C(=C/c2cnc(SC)nc2)C1=O,-9
Cc1ccc(C2NC(=S)NC(c3ccc(C)cc3)C23C(=O)NC(=O)NC3=O)cc1 (stereo not drawn),-9
CCCN(CC#CCO)CCC,0
Cc1oc(-c2cccs2)nc1CSCC(=O)N1CCC2(CC1)OCCO2,2
CC[C@H]1CC2CN3CCc4c([nH]c5cc(OC)ccc45)[C@](C(=O)OC)(C2)[C@H]13,-5
CC(=NCc1cccnc1)c1c(O)n(-c2ccccc2)c(=O)[nH]c1=O,2
CC(C)CCOC(=O)c1c(N)n(CC2CCCO2)c2nc3ccccc3nc12 (stereo not drawn),5
CC(C(=O)Nc1ccc(Br)cc1C(=O)c1ccccc1)N1CCCCC1 (stereo not drawn),9
Cc1nn(Cc2ccc(Cl)cc2Cl)c(Cl)c1C(=O)Nc1ccc(OC(F)F)cc1,-3
COc1ccc(CCN(C)Cc2ccc(F)cc2F)cc1OC,-3
C[C@]12CCC(=O)C=C1CCC1C2CC[C@@]2(C)C1CC[C@@]2(O)CC#N (stereo partly drawn),-1
CCC(CC)NC1CCCCC1OC (stereo not drawn),-3
O=C(O)CC1OCC=C2CN3CCC45C6=CC(=O)C(=O)C([N+](=O)[O-])=C6NC4C1C2CC35 (stereo not drawn),-14
CCN(CC)Cc1c[nH]c2ccccc12,9
# The list continues:
SMILES,miR-122 sensor
CN1CC=C2C(C#N)=C(N)C(C#N)(C#N)C(c3ccncc3)C2C1 (stereo not drawn),-7
Cc1cccc(-n2c(O)c(C=NCc3cccnc3)c(=O)[nH]c2=O)c1C,-3
O=c1[nH]c(N2CCN(Cc3ccc4c(c3)OCO4)CC2)nc2c1CCC2,-2
CN1C2C=C(N(C(=O)c3ccc(Cl)cc3)c3ccccc3)CC1CC2 (stereo not drawn),-4
O=C(NCC(c1cccnc1)N1CCN(c2ccccc2)CC1)Oc1ccccc1 (stereo not drawn),1
CCOC(=O)C1C(=O)N(C)C2(C)CC1c1cc(OC)ccc1O2 (stereo not drawn),-3
CCN(CC)c1ccc(/C=C2/C(=O)NC(=O)N(Cc3ccco3)C2=O)cc1,-10
COC(=O)OCC12CCC(O1)C1(C)C(=O)OCC21 (stereo not drawn),-4
O=P(C(Cl)Cl)(N1CCCCC1)N1CCCCC1,-3
O=C1CCCC2=C1C(c1cccnc1)Nc1ccccc1N2 (stereo not drawn),-2
CC(C)C(=O)c1cn(Cc2ccc(C#N)cc2)c2ccccc12,2
CCC(=NCCO)c1c(O)n(-c2ccccc2)c(=O)[nH]c1=O,-1
COC(=O)C1=C(c2ccc(C(C)=O)cc2)C[C@@H]2CC[C@H]1N2C(=O)NCC1CC1,4
CCn1c(O)c(C=NCc2cccs2)c(=O)[nH]c1=O,0
Cc1cc(C)c(C2=NOC(O)(C(F)(F)F)C2)c(=O)[nH]1 (stereo not drawn),-4
Fc1ccc2c(c1)nnn2C1CCN(Cc2c(Cl)cccc2Cl)CC1,2
C=CCN1C(=O)NC(=O)/C(=C/c2ccc(OC)c(CSc3ccccn3)c2)C1=O,-3
COc1cc2c3c(c1OC)-c1cc(O)ccc1CC3NCC2 (stereo not drawn),1
Cc1cccnc1-n1c(-c2ccccc2)nc2ccccc2c1=O,18
N[C@@H](Cc1c[nH]c2ccccc12)c1nnc(SCc2ccc(Cl)cc2)o1,-1
Cc1ccc(NP(=O)(Oc2ccccc2F)Oc2ccccc2F)cc1C,75
CCCCOC(=O)C1=C(N)OC2=C(C(=O)CCC2)[C@]12C(=O)Nc1ccccc12,6
Cc1c(/C=N/O)c2ccccc2n1C,7
CCCc1nc2ccccc2c(=O)n1-c1cccc(OC)c1,-4
N#Cc1ccccc1Cn1cc(C(=O)c2cccs2)c2ccccc21,19
# Going on with the list:
SMILES,miR-122 sensor
O=C(NC(Oc1ccccc1)C(Cl)(Cl)Cl)c1ccccc1 (stereo not drawn),-2
CN1C(=O)N(C)C(=O)C2(Sc3ccccc3C2=O)C1=O,-5
CCC(=NCC1CCCO1)c1c(O)[nH]c(=O)[nH]c1=O (stereo not drawn),-8
CCOP(=S)(OCC)SCC(=O)NC(C(=O)O)C(C)C (stereo not drawn),3
CCCN1CCc2cccc3c2[C@H]1Cc1ccc(O)c(O)c1-3,-1
CC(C)Cn1cc(C(=O)N2CCC3(CC2)OCCO3)c2c3ccccc3n(C)c2c1=O,27
O=C(c1ccccc1F)c1cn(CC(=O)N2CCOCC2)c2ccccc12,-4
O=C1N(CN2CCOCC2)c2ccccc2C1(O)c1c[nH]c2ccccc12 (stereo not drawn),19
Clc1cccc(N2CCNCC2)c1Cl,-1
C/C(CC(c1ccccc1)c1c(O)c2ccccc2oc1=O)=N\NC(N)=S (stereo not drawn),0
O=C(c1ccccc1)c1cn(CC(=O)N2CCOCC2)c2ccccc12,-4
CCS(=O)(=O)N1CCCC(C(=O)N2CCC3(CC2)OCCO3)C1 (stereo not drawn),-1
NCC(CC(=O)O)c1ccc(Cl)cc1 (stereo not drawn),0
O=C(NCc1ccccn1)c1ccccc1Cl,-3
COc1ccc(C2(C#N)CC[N+](C)(C)CC2)cc1,1
CC(=NCCN1CCOCC1)c1c(O)n(-c2ccccc2C)c(=O)[nH]c1=O,-15
O=P(O)(O)Cc1ccccc1OP(=O)(c1ccccc1)c1ccccc1,3
CCN(CC)C(=O)c1ccc(NC(=O)c2cc(-n3cnnc3)ccc2Cl)cc1,3
CC(C)(C)OC(=O)c1c(N)n(Cc2ccco2)c2nc3ccccc3nc12,-2
CC1=CC(C)C(COC(N)=O)(COC(N)=O)C(C)C1 (stereo not drawn),3
CC(C)[C@H]1C(=O)O[C@H](C(C)C)C(=O)N(C)[C@@H](C(C)C)C(=O)O[C@H](C(C)C)C(=O)N(C)[C@@H](C(C)C)C(=O)O[C@H](C(C)C)C(=O)N1C,-10
Cc1ccc(-n2c(-c3cccs3)nc3ccccc3c2=O)cc1,-8
CCOc1cccc(N2C(=O)CC(=O)NC2=O)c1,1
Cc1nc2ncnn2c(C)c1CCC(=O)N1CCC2(CC1)OCCO2,-6
CCN(CC)c1ccc(N=Cc2c(O)n(-c3ccc(OC)cc3)c(=O)[nH]c2=O)cc1,1
# Next section
SMILES,miR-122 sensor
O=C(O)c1c[nH]c2ccc(S(=O)(=O)N(CCCl)CCCl)cc12,-1
O=c1[nH]c(=O)n(Cc2ccco2)c(O)c1C=NCc1ccco1,-5
Cc1ccccc1C1=NCC(=O)N(CC(=O)NCc2ccco2)c2sc3c(c21)CCCC3,-3
CC1(C)COC(Nc2cccc(Cl)c2)=N1,31
CCSc1nnc(C(N)Cc2ccccc2)o1 (stereo not drawn),-8
CC12CCCCC1=NC(c1ccc(Br)cc1)N2O (stereo not drawn),0
CCCCCSc1cc(OC)c(CCNC)cc1OC,8
O=C(CN1CCCC1=O)Nc1ccccc1,0
CN(C(=O)Oc1ccc([N+](=O)[O-])cc1)c1ccccc1,0
CC(=O)N1CN2CN(C(C)=O)CC(C(=O)c3ccc(Br)cc3)(C2)C1,10
C=C1C(O)(c2ccccc2)C2CC[N+]1(C)CC2 (stereo not drawn),-6
CCOC(=O)c1c(-n2c(C)cc(C=C3C(=O)NC(=S)NC3=O)c2C)sc2c1CCCC2,-1
Cc1ccn2nc(S(=O)(=O)Nc3c(F)cccc3F)nc2n1,-4
COc1ccc(OC)c(C2=NOC(C(=O)N3CCC4(CC3)OCCO4)C2)c1 (stereo not drawn),2
CCCCn1c(O)c(C(CC)=Nc2ccc(OC)cc2OC)c(=O)[nH]c1=O,-7
O=C(Cn1cnc2ccccc2c1=O)NCCC(=O)N1CCC2(CC1)OCCO2,-7
Cc1cc(N2C(=O)C3CCCN3C2c2cccc(Cl)c2)no1 (stereo not drawn),-1
CC[C@H](C)/C=C(C)/C=C/C1=CC2=C(Cl)C(=O)[C@@](C)(OC(C)=O)C(=O)C2=CO1,2
O=C(COc1ccccc1)N1CCN(CC(O)COc2ccccc2)CC1 (stereo not drawn),-6
CC1CC2(O)c3nonc3CCC2N1O (stereo not drawn),5
OC(Cn1c2ccccc2c2ccccc21)C[n+]1ccccc1 (stereo not drawn),0
COc1ccc(C(=O)C2(C)N(O)C(C)C(c3cccs3)=[N+]2[O-])cc1 (stereo not drawn),13
CCCC[N+]12CCC(CC1)C(C(=O)c1cccs1)C2 (stereo not drawn),-6
C=C1N2CCC(CC2)C1(O)c1ccc(C)cc1 (stereo not drawn),-6
CCSc1cc(C2C(C#N)=C(N)Oc3n[nH]c(C)c32)c(C)o1 (stereo not drawn),-6
# The list goes on:
SMILES,miR-122 sensor
Clc1ccc2c(N3CCNCC3)ccnc2c1,-9
CCOC(=O)C1=C(N)Oc2cc(C)oc(=O)c2C12C(=O)N1c3c(cccc32)C(C)=CC1(C)C (stereo not drawn),5
COc1ccc(C(C)=O)cc1CC(C(=O)c1ccccc1)N(C)C (stereo not drawn),-3
CCc1nc2ccccc2c(=O)n1-c1cccc(OC)c1,2
CN1CCN(c2cc(N3CCCC3)c([N+](=O)[O-])cc2F)CC1,-2
CCOC(=O)C1=C(N)OC2=C(C(=O)CCC2)C12C(=O)N(CC(N)=O)c1ccccc12 (stereo not drawn),2

# From PubChem BioAssay
